High-throughput results as filed in PubChem BioAssay.
CHRM5 PAM = potentiates acetylcholine response at human M5 receptor; activation, % at 3 µM; AID 624038; CHO-K1 hM5, Fluo-8 calcium, ACh EC20 PAM; 0% = ACh EC20, 100% = ACh EC100; 0.3% of 360,000 active; P08912;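 active = activation above the run cutoff, the mean activation of all test compounds plus 3 SD, cut at about 18% in these data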
Target sequence (P08912 whole entry, looked up): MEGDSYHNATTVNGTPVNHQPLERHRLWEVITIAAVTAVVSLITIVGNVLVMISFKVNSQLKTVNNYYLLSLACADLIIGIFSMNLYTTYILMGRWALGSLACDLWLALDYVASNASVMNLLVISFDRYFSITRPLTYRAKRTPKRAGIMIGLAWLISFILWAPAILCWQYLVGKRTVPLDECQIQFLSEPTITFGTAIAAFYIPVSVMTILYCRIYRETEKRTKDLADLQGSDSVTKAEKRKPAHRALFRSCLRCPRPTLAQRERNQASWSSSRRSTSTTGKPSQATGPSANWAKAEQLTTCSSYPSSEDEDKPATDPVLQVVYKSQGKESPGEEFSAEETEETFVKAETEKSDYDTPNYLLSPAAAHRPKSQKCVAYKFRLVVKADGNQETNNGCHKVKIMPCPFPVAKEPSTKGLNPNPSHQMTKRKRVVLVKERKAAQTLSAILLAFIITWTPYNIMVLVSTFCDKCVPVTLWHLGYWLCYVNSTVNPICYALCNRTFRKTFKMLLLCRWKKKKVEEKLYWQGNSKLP
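System: CHO-K1 hM5 cells. Reagent: acetylcholine, EC20 level. Compound dosing: single dose, 3 µM nominal final test concentration. Timing: Post-acetylcholine fluorescence recording 140 s. Detection: Fluo-8 calcium fluorescence. Read-out: % activation, ACh-normalized. Benchmarks: ACh EC20 and EC100 wells. Repeats: singlicate, one well per test compound.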
CHRM5 antagonist = CHRM5 antagonism in calcium assay; inhibition, % at 3 µM; 0.59% of 360,000 active; CHO-hM5 cells, Fluo-8 calcium fluorescence, ACh EC80; P08912;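 active = inhibition above a per-plate cutoff, the mean of that plate's test compounds plus 3 SD, cut at about 27% in these data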;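 note: 0% = acetylcholine EC80 with DMSO and 100% = DMSO without agonist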
CHRM1 antagonist = blocks human M1 muscarinic receptor; AID 588852; 1.3% of 360,000 active; CHO-K1 hM1, Fluo-8 calcium fluorescence, ACh EC80 antagonist; inhibition, % at 3 µM; P11229;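 active = percent inhibition above its own plate's cutoff, namely the mean of that plate's compound wells plus 3 SD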;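 note: peak over basal fluorescence ratio during 140 s after agonist addition; 0% = ACh EC80 plus DMSO and 100% = DMSO alone without agonist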
Target sequence (P11229 whole entry, looked up): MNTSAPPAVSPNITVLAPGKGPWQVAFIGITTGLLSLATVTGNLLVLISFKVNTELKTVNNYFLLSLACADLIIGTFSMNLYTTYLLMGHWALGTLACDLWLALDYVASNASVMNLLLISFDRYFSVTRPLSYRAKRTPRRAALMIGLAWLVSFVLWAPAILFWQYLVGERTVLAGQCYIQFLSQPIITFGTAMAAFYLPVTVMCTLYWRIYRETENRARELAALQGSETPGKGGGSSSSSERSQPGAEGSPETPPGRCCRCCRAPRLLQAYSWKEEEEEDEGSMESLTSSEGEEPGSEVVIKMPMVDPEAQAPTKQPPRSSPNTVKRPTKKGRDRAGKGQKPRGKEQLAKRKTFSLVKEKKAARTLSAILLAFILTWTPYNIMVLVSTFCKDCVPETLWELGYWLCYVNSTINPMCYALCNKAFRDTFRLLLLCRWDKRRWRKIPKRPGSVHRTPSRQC
CHRM4 antagonist = blocks acetylcholine activation of human M4 receptor. P08173. CHO-hM4 cells, ACh EC80, Fluo-8 calcium fluorescence. inhibition, % at 3 µM. 0.73% of 360,000 active. AID 624125;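 active = inhibition above its plate's cutoff, the mean inhibition of sample wells plus 3 SD, cut at about 27% in these data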;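 note: 0% = acetylcholine EC80 with DMSO and 100% = DMSO without agonist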
CHRM4 agonist = CHRM4 agonism in calcium assay. CHO-K1 hM4/Gqi5, Fluo-8 calcium fluorescence; vehicle 0%, full acetylcholine response 100%. activation, % at 3 µM. 0.14% of 360,000 active. P08173;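 active = activation above the run mean over all test wells plus 3 SD, cut at about 32% in these data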;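 note: peak over basal fluorescence ratio per well then scaled between controls; 0% = DMSO wells and 100% = acetylcholine at EC100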
TAAR1 ag = human TAAR1 agonism; 0.99% of 360,000 active; CHO RD-HGA16 TAAR1, Fluo-8 calcium fluorescence; vehicle wells 0%, saturating PEA agonist 100%; Q96RJ0; activation, % at 3 µM;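 active = activation above the mean activation of all test compounds in the run plus 3 SD, cut at about 38% in these data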
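Test system: RD-HGA16 (CHO) cells co-expressing Gα16 and hTAAR1; dosing: one-point dosing at 3 µM (nominal); timing: 17-24 h seeding, 75 min 37 °C dye, 30 min RT; signal: kinetic Fluo-8 calcium fluorescence; read-out basis: % activation relative to PEA EC100 response; controls: DMSO and PEA EC100; replicates: n 1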
M1 ag = agonists of human M1 muscarinic receptor; P11229; CHO-K1 hM1, Fluo-8 calcium fluorescence, agonist mode; 0% DMSO, 100% acetylcholine EC100; activation, % at 3 µM; 0.33% of 360,000 active; AID 588814;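 active = activation above the run's mean compound activation plus 3 SD, cut at about 16% in these data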;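 note: peak over basal fluorescence ratio within a 140 s kinetic read after compound addition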
M1 PAM = positive allosteric modulators of human M1 muscarinic receptor. P11229. activation, % at 3 µM. CHO-K1 hM1, Fluo-8 calcium fluorescence, ACh EC20; 0% = ACh EC20, 100% = maximal ACh. 0.088% of 360,000 active; in the data active = activation above about 19%, passing the limit was not always enough
CHRM5 agonist = CHRM5 agonism in calcium assay | P08912 | CHO-K1 hM5 cells, Fluo-8 calcium fluorescence; 0% DMSO wells, 100% maximal acetylcholine response | activation, % at 3 µM | 0.19% of 360,000 active | AID 624037;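 active = activation above the run's mean over test compounds plus 3 SD, cut at about 23% in these data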;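 note: signal is peak over basal fluorescence ratio across the kinetic read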
* = called active by the depositor; x = no result given. An excerpt (hit frequency here may not be typical).

Start of the listing, in advance:
SMILES	CHRM5 PAM	CHRM5 antagonist	CHRM1 antagonist	CHRM4 antagonist	CHRM4 agonist	TAAR1 ag	M1 ag	M1 PAM	CHRM5 agonist
CCOCCCn1c(=N)c(C(=O)NCc2ccc3c(c2)OCO3)cc2c(=O)n3cccc(C)c3nc21	-8	16	11	8	-1	x	-14	-15	-7
COC(=O)c1ccc(C2/C(=C(/O)c3ccc(OC(C)C)cc3)C(=O)C(=O)N2c2cc(C)on2)cc1 (stereo not drawn)	-4	6	-37	-6	0	9	0	11	-1
O=C(CCCc1nc(-c2ccccc2)no1)NC1CCCCC1	6	-4	2	-2	5	-3	-3	4	1
COc1ccccc1C(=O)N1CCN(c2nc3cc(C)c(C)cc3cc2C#N)CC1	-8	8	-12	-3	4	6	-4	0	-6

Results, previewed entries included:
SMILES	CHRM5 PAM	CHRM5 antagonist	CHRM1 antagonist	CHRM4 antagonist	CHRM4 agonist	TAAR1 ag	M1 ag	M1 PAM	CHRM5 agonist
CCOCCCn1c(=N)c(C(=O)NCc2ccc3c(c2)OCO3)cc2c(=O)n3cccc(C)c3nc21	-8	16	11	8	-1	x	-14	-15	-7
COC(=O)c1ccc(C2/C(=C(/O)c3ccc(OC(C)C)cc3)C(=O)C(=O)N2c2cc(C)on2)cc1 (stereo not drawn)	-4	6	-37	-6	0	9	0	11	-1
O=C(CCCc1nc(-c2ccccc2)no1)NC1CCCCC1	6	-4	2	-2	5	-3	-3	4	1
COc1ccccc1C(=O)N1CCN(c2nc3cc(C)c(C)cc3cc2C#N)CC1	-8	8	-12	-3	4	6	-4	0	-6
CCOC(=O)Cn1nc(C)c(NC(=O)c2cccc([N+](=O)[O-])c2)c1C	11	-8	6	0	1	0	-4	2	1
Cc1ccc(S(=O)(=O)NCc2ccccc2)cc1C(=O)NCC1CCCO1 (stereo not drawn)	1	-9	17	0	1	0	-2	-4	0
O=c1c2ccccc2nc(/C=C/c2cc(Br)ccc2O)n1CCO	-17	9	4	-11	12	16	4	-3	8
Cn1nnnc1SCC(=O)Nc1nn(-c2ccccc2)nc1C(N)=O	1	4	26	-1	2	0	-1	-7	4
N#Cc1nc(-c2cccc(Cl)c2)oc1NCc1cccnc1	-1	-1	-4	8	7	7	-2	10	-1
COC(=O)Cc1csc(NC(=O)CSc2nnc3ccccn23)n1	1	-2	-2	3	0	0	-6	8	-1
CNC(=O)COC(=O)/C=C/c1cn(-c2ccccc2)nc1-c1ccc(C)o1	-9	8	6	2	11	9	-3	-2	-2
CC(C)(C)OC(=O)C[C@H]1C/C=C\C[C@@H](CC(=O)NCCO)C(=O)N[C@H](C(C)(C)C)COC1=O	-5	-5	1	-11	1	1	-4	-2	0
COc1ccc(/C=N/NC(=O)c2snnc2C)c(OC)c1OC	0	8	-2	1	2	2	-5	6	4
O=C(CCCl)Nc1cc(SCCO)cc([N+](=O)[O-])c1	2	-9	1	5	2	4	-3	4	3
Cc1cc(=O)oc(C)c1C(=O)N1CCN(C)CC1	2	-5	-13	4	0	15	-3	13	3
COc1ccc(OCCOC(=O)c2nc3nccc(C)n3n2)cc1	-3	6	-5	-4	1	3	-5	9	-2
Clc1ccc(Cc2noc(Cc3ccccc3)n2)cc1Cl	4	0	-2	3	0	33	-4	3	2
COc1ccc(CN2CCNC(=O)C2CC(=O)NCC2CCOCC2)cc1C (stereo not drawn)	4	-9	-7	1	1	16	-3	10	-2
CCN(CC)c1ccc(NC(=O)CN2C(=O)CSc3ncccc32)c(C)c1	-2	-1	-8	-12	3	1	-4	2	4
O=C(NCC(c1cccs1)N1CCOCC1)C1CCN(S(=O)(=O)c2cccc(C(F)(F)F)c2)CC1 (stereo not drawn)	0	8	-3	-9	2	3	-3	7	-3
CCN(CC(=O)Nc1ccc(NC(C)=O)cc1)C(=O)Cc1ccccc1F	1	10	-14	0	1	-3	-2	9	-1
CC(=O)c1cccc(NC(=S)NC(=O)c2cncc(Br)c2)c1	1	6	-15	10	1	1	1	19	-1
O=C(CCc1ccc(S(=O)(=O)N2CCOCC2)cc1)N/N=C/c1ccc(O)c(O)c1O	-1	1	-1	-7	0	3	1	8	-1
CS(=O)(=O)Nc1ccc(F)cc1	-3	-8	x	3	0	1	x	x	5
Cc1ccc(C(=O)NCCn2cc(SCC(=O)Nc3cc(C)on3)c3ccccc32)cc1	-21	1	3	-25	13	2	-6	-6	36*
CCOC(=O)C1CCCN(C(=O)c2cc(Nc3ccc(OC)c(OC)c3)nc3ccccc23)C1 (stereo not drawn)	-15	12	-22	-5	10	14	-3	3	0
Cc1cccc(OCCCC(=O)N2CCCCCC2)c1C	2	-7	-21	-11	0	11	-5	7	-1
O=C(Nc1cccc(S(=O)(=O)Nc2ccc(Cl)cc2)c1)c1cc2c(s1)CCCC2	-8	-2	1	10	1	2	-7	1	-1
Cc1cc2c(NS(=O)(=O)c3ccc(F)cc3)cccc2nn1	0	-3	-14	7	1	2	0	10	-1
O=C(Nc1cccc(Cl)c1)C1CCCN(C2=NS(=O)(=O)c3ccccc32)C1 (stereo not drawn)	-13	10	9	7	5	2	-2	0	2
Cc1nc(-c2ccccn2)sc1C(=O)Nc1ccc(F)cc1	-7	8	9	11	2	4	-4	-4	-1
Nc1nnc(CSCc2ccc(Cl)cc2Cl)s1	4	-16	2	-2	1	0	-3	-1	-3
COc1ccc(C(=O)NCCc2c[nH]c3ccccc23)cc1OC	-8	18	-4	0	3	3	-3	3	2
CC1(C)NC(=O)N(CC(O)COc2ccccc2C(=O)N2CCCCC2)C1=O (stereo not drawn)	1	-4	-9	-5	0	5	-3	7	-1
CN(C)c1cc[n+](CC(=O)c2cccs2)cc1	0	5	-13	8	0	5	-10	7	-6
Cc1ccc(S(=O)(=O)N2CCCCC2)cc1NC(=O)c1ccc2ccccc2n1	4	-4	-11	-3	0	6	-2	7	-4
Cn1c2ccc(F)cc2c2nnc(SCC(=O)Nc3cccc(O)c3)nc21	-7	6	7	7	4	0	-8	-1	1
Cc1cc2ccccc2cc1CN1CCOCC1	-4	4	10	-2	3	30	-5	-6	2
O=C(Oc1c(-c2ccccc2)c(=O)n2c3c(cccc13)CC2)c1ccccc1	4	0	-11	-2	0	7	3	6	13
Cc1cc(C(=O)OCC(=O)Nc2cccc(S(=O)(=O)N3CCOCC3)c2)c(C)o1	0	-6	-13	-7	3	13	-4	4	-3
Cc1ccc2nc(-c3ccncc3)cc(C(=O)NCc3ccccc3F)c2c1	5	-2	-6	-11	10	3	-3	2	0
Cc1cc(OCC(=O)Nc2ccc3c(c2)OCCO3)cc(C)c1Cl	2	0	-11	-2	2	12	-3	2	-3
CCOC(=O)c1ccc(CC(=O)c2ccc(O)c(O)c2O)o1	15	-16	-9	-12	0	2	-3	14	7
O=C(c1ccc2nccnc2c1)N1CCN(Cc2ccc3c(c2)OCO3)CC1	-3	1	-9	-19	1	0	-7	0	-1
Cc1ccc(Cn2c(=O)c3ccccc3n3c(SCC(=O)N4CCCCC4C)nnc23)cc1 (stereo not drawn)	-10	5	8	-2	0	2	-3	-3	4
CC(=O)c1cc(-c2ccccc2)n(CC(=O)N2CCN(C3CCCC3)CC2)c1C	-6	4	-21	-3	4	9	-1	2	0
O=C(Nc1csc([N+](=O)[O-])c1)Nc1ccccc1Cl	-35	45*	41*	29*	25	10	2	-16	0
COc1ccc(NC(=O)CSc2[nH]c(=O)cc(C)c2C#N)cc1OC	-4	-2	17	-2	4	13	-3	-8	1
CCCn1c(SCc2ccc(Cl)cc2)nc2c1c(=O)[nH]c(=O)n2C	10	5	2	-12	0	10	-6	-3	-2
CCOC(=O)CC(NC(=O)c1cccc2c1C(=O)N(Cc1cccnc1)C2)c1ccc(OCC)c(OC)c1 (stereo not drawn)	5	-5	-6	-3	3	6	-12	10	1
CC(Sc1nncn1C)C(=O)Nc1ccc2ccccc2c1 (stereo not drawn)	1	-4	-14	-2	1	0	1	15	-3
S=c1[nH]ncn1/N=C/c1cccc(Oc2ccccc2)c1	12	-10	-18	2	0	7	-2	9	-1
CCN1C(=O)N(C)C2(c3ccccc3)N(C)C(=O)N(C)C12c1ccccc1 (stereo not drawn)	-3	-8	-3	5	0	9	-3	0	0
COC(=O)CCc1nc2ccccc2nc1OC	10	-4	-3	-1	0	2	-5	5	1
COc1ccc(-c2noc(CCC(=O)Nc3cccnc3)n2)cc1	-3	2	3	-3	11	7	4	4	4
CCN(C(=O)CSc1nnc(Nc2cccc(C)c2C)s1)C1CCS(=O)(=O)C1 (stereo not drawn)	0	-4	-1	-5	1	7	-10	6	-2
Cc1nc(N2CCCCC2)[nH]c(=O)c1CN(C)N=O	-8	10	-2	-2	0	4	1	12	1
CCOC(=O)C1CCCN(C(=O)c2cc(-c3ccccc3)cs2)CC1 (stereo not drawn)	-1	1	-9	10	2	-2	-2	4	0
CC(C)CC(=O)Nc1c2c(nn1-c1cccc(Cl)c1)CS(=O)C2 (stereo not drawn)	-2	2	9	11	1	1	-2	-4	-3
CCSc1nnc(NC(=O)c2c(-c3ccccc3Cl)noc2C)s1	4	7	7	2	2	19	-7	-5	-4
Later entries.
SMILES	CHRM5 PAM	CHRM5 antagonist	CHRM1 antagonist	CHRM4 antagonist	CHRM4 agonist	TAAR1 ag	M1 ag	M1 PAM	CHRM5 agonist
CCOC(=O)CCP(=O)(O)C(O)c1ccc(OC)cc1 (stereo not drawn)	-1	0	11	1	1	0	1	-4	3
COC(=O)CCC(=O)Nc1cccc(Cl)c1	-4	-5	-27	6	0	5	-1	5	2
CC1(C)SCC(C(=O)O)N1C=O (stereo not drawn)	-2	-7	3	1	0	4	-4	0	-1
Cc1nc(C(=O)N(C)C)nn1-c1cc(Cl)ccc1Cl	2	3	-4	10	0	16	-1	6	2
Cc1nn(C)c(C(=O)NNC(=S)NCc2ccccc2)c1Cl	2	6	-7	1	3	1	1	8	0
CCN(CC(=O)Nc1ccc(NC(C)=O)cc1)C(=O)c1cc2ccccc2oc1=O	1	2	-9	3	1	-1	-2	7	1
COC(=O)c1ccc2[nH]c3cccc(/C(=C/c4ccccc4)c4ccccc4)c3c2c1	0	12	-10	3	1	11	-2	8	-1
O=C(Cn1cc(S(=O)(=O)Cc2cccc([N+](=O)[O-])c2)c2ccccc21)N1CCOCC1	-3	0	-6	7	0	2	0	10	-2
O=C(CN(Cc1ccc2c(c1)OCO2)C(=O)CNS(=O)(=O)c1ccccc1)NCc1ccco1	-6	-5	0	-5	1	11	-4	1	-3
CC1CCCC(C)N1C(=O)Cn1c(SCC(=O)NCc2ccc3c(c2)OCO3)nc2ccccc21 (stereo not drawn)	3	-4	-13	-4	6	2	-9	4	2
CSc1ccccc1NC(=O)COC(=O)CSc1ccc(C)cc1	1	0	-8	-3	1	2	-6	12	-8
CCS(=O)(=O)c1ccc2oc(SCC(=O)N3c4ccccc4CC3C)nc2c1 (stereo not drawn)	-8	6	7	11	20	19	3	-8	2
CNC(=O)CNC(=O)Nc1ccc(C)cc1	14	3	1	-2	1	6	0	7	1
